From PubChem
Anesthetic bind: qHTS Assay for Identification of Novel General Anesthetics. Potency, µM (doses to about 77.5 µM), inactives show top-dose activity change, negative = displacement, actives largely listed as inhibitors. Ferritin light chain (Equus caballus), P02791. 350,000 compounds, 0.074% hits. apoferritin/1-aminoanthracene competitive binding, fluorescence; also: % is scaled to controls: 0 for no effect and ±100 for the full control effect; nearly all actives have a fitted effect of over 20% in size
Target sequence (P02791 2-175 limits assumed): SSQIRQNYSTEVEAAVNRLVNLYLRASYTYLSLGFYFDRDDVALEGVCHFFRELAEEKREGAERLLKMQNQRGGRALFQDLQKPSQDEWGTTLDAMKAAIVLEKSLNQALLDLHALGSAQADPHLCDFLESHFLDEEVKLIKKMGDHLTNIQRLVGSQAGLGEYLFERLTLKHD
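In PBS, apoferritin at 10 uM is loaded with 1-AMA from a 50% saturated solution. After 10 min of compound exposure at ambient temperature, reduced 535 nm fluorescence indicates probe displacement.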
G9a block: qHTS Assay for Inhibitors of Histone Lysine Methyltransferase G9a | Histone-lysine N-methyltransferase EHMT2 (Homo sapiens), Q96KQ7 | G9a H3K9 monomethylation, AlphaScreen, 2 h | Potency, µM (doses to about 102 µM), for the others: at the top dose activity, negative = inhibition, usual class: inhibitors | 350,000 compounds, 8.8% hits | AID 504332, 2011; also: % is scaled to controls: 0 for no effect and ±100 for the full control effect; nearly all actives have a fitted effect of over 75% in size
Target sequence (Q96KQ7 913-1193 limits assumed): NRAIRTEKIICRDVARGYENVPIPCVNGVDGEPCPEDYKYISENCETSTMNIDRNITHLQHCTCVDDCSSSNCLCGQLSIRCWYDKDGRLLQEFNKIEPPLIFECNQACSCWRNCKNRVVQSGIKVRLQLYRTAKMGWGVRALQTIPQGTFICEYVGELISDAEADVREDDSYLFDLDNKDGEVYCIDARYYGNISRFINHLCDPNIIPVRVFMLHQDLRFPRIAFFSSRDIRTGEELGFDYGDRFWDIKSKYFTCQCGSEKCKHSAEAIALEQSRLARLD
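Quantitative HTS format: methyltransferase activity on a biotin-tagged H3K9 peptide is measured by AlphaScreen, using a rabbit anti-monomethyl-H3K9 antibody with streptavidin donor and anti-IgG acceptor beads. Final levels are 20 nM enzyme, 500 nM peptide, 20 uM SAM; 2 h RT.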
BLM helicase inh: qHTS Assay for Inhibitors of Bloom's syndrome helicase (BLM); recombinant BLM DNA unwinding, fluorescence dequenching; Potency, µM (doses to about 56.1 µM), inactives show top-dose activity change, negative = inhibition, most hits filed as inhibitors; 350,000 compounds, 0.2% hits; AID 2528, 2010;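 also: plate controls were vehicle for no effect and no enzyme for full effect; nearly all actives have a fitted effect of over 35% in size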
POLH inh: qHTS for Inhibitors of Polymerase Eta; DNA polymerase eta (Homo sapiens), Q9Y253; recombinant Pol eta, fluorescent DNA replication assay; Potency, µM (highest dose often 114 µM), without a hit: top-dose activity change, negative = inhibition, hits mostly inhibitors; 390,000 compounds, 1.2% hits; AID 588591, 2011; also: % is scaled to controls: 0 for no effect and ±100 for the full control effect
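Pol eta at 10 nM preincubated with compounds 15 min at room temperature; reaction started with fluorescent substrate (50 nM final) and read kinetically at 0 and 10 min.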
POLK inh: qHTS for Inhibitors of Polymerase Kappa | purified Pol kappa, fluorescent DNA synthesis assay, 10 min | Potency, µM (titrated, usually from 107 µM), inactives show at the highest dose activity, negative = inhibition, usual class: inhibitors | 400,000 compounds, 0.53% hits; also: % is scaled to controls: 0 for no effect and ±100 for the full control effect
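Kinetic fluorescence readout at 0 and 10 min followed reaction start with substrate at 50 nM final. Beforehand, enzyme (10 nM Pol kappa) stood 15 min with compound at room temperature; buffer-only wells were negative controls.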
BAZ2B block: qHTS Assay for Inhibitors of BAZ2B | Bromodomain adjacent to zinc finger domain protein 2B (Homo sapiens), Q9UIF8 | AlphaScreen BAZ2B-H3K14Ac peptide displacement | Potency, µM (series often up to 114 µM), for the others: top-dose activity change, negative = inhibition, most hits filed as inhibitors | 360,000 compounds, 4.4% hits | AID 504333, 2011; also: % is scaled to controls: 0 for no effect and ±100 for the full control effect; nearly all actives have a fitted effect of over 60% in size
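AlphaScreen displacement: compounds (up to 110uM) incubated 30 min at room temperature with a preformed 50 nM BAZ2B/50 nM biotinylated H3K14Ac peptide complex in PBS pH 7.4 with Tween-20. Donor and acceptor beads at 10 ug/mL final added, 20 min light-protected before reading.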
POLB inh: qHTS Assay for Inhibitors of DNA Polymerase Beta | Pol beta primer extension/strand displacement, fluorescence kinetic | Potency, µM (titrated, usually from 114 µM), without a hit: top-dose activity change, negative = inhibition, most hits filed as inhibitors | 340,000 compounds, 1.3% hits | AID 485314, 2010; also: % is scaled to controls: 0 for no effect and ±100 for the full control effect
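Human Pol beta at 10 nM; strand-displacement substrate 50 nM final. Compound exposure 15 min at room temperature before start, reaction 10 min at room temperature.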
POLI inh: qHTS for Inhibitors of Polymerase Iota. DNA polymerase iota (Homo sapiens), Q9UNA4. Pol iota fluorescent replication assay, 10 min. Potency, µM (highest dose often 115 µM), for the others: top-dose activity, negative = inhibition, hits mostly inhibitors. 390,000 compounds, 1% hits. AID 588590, 2011
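Pol iota at 10 nM preincubated 15 min with compounds at room temperature; reaction started with fluorescent substrate, 50 nM final. Fluorescence read kinetically at 0 and 10 min; buffer-only wells as negative control.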
APE1 inh: qHTS Assay for Inhibitors of the Human Apurinic/apyrimidinic Endonuclease 1 (APE1) | 350,000 compounds, 0.35% hits | Potency, µM (highest dose often 65.8 µM), for inactives: at the highest dose activity change, negative = inhibition, most hits filed as inhibitors | AID 2517, 2012 | DNA repair nuclease/redox regulator APEX1 (Homo sapiens), P27695 | recombinant APE1, TAMRA/BHQ-2 abasic DNA cleavage fluorescence;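 also: plate controls were vehicle for no effect and reference inhibitor for full effect; nearly all actives have a fitted effect of over 55% in size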
Target sequence (P27695 whole entry, looked up): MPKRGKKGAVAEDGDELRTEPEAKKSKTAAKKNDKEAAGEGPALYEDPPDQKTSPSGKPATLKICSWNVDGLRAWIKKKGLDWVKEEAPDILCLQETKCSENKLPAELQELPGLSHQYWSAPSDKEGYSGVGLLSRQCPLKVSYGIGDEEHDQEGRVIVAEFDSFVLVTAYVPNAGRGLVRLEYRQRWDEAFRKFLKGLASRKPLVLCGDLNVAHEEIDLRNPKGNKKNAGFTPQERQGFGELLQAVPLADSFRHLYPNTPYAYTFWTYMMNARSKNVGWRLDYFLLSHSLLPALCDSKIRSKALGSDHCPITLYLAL
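Readout is kinetic fluorescence (ex 525, em 598 nm) from cleavage of 50 nM TAMRA/BHQ-2 THF abasic duplex by 0.75 nM APE1, compound added 15 min beforehand at RT.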
Numbers without * were called inactive; ? = inconclusive; . = not tested or not shown; [ ] = another dose, or the depositor's remark. Calls follow the shape of the dose curve; as a rule, active = well fitted curve in the direction sought with a large enough effect; inconclusive = small, poorly fitted or top-dose-only effect, or another doubt; inactive = no such curve, though single readings can be large; an effect the other way counts as inactive or inconclusive. Potency is read from the fitted curve at half-maximal effect. Not all compounds are listed; rates above refer to the full screens.

SMILES	Anesthetic bind	G9a block	BLM helicase inh	POLH inh	POLK inh	BAZ2B block	POLB inh	POLI inh	APE1 inh
COc1ccc(-c2ccc([C@H]3[C@@H]4C=CCC[C@@]4(C)C(=O)N3Cc3ccccc3)c(F)c2)cc1OC	27%	48%[12.7 µM]	-12%	-15%	-19%	-10%	1%	9%	-6%
O=C(O)c1c(-c2ccccc2)oc2ccc(OCc3ccc(Cl)c(Cl)c3)cc12	2%	-17%[59 µM]	-5%	?	-30%	?	?	5%	.
CC(=O)N1CCc2c(sc3c2c(=O)n(-c2ccc(F)cc2)c(=O)n3Cc2ccc(C#N)cc2)C1	-11%	1%[59 µM]	-4%	-27%	-5%	-3%	1%	27%	.
O=C(O)c1cccc(S(=O)(=O)Nc2ccc(Oc3ccccc3)cc2)c1	.	.	.	-15%	-17%	.	.	-13%	29%
Cc1cccc(N2C(=O)CC(Sc3ncn[nH]3)C2=O)c1 (configuration not stated)	-12%	7.1µM*	-4%	-5%	-3%	-25%	33%	19%	8%
C=CCNC(=O)c1onc(CSc2nc3ccccc3[nH]2)c1C(=O)NCC=C	-13%	56µM*	1%	-24%	3%	?	9%	?	50%[activator]
CCOc1ccc(CN2C(=O)CCC2(C)C(=O)NCc2cccnc2)cc1 (configuration not stated)	-7%	-22%[59 µM]	-2%	-17%	2%	-2%	2%	12%	6%
COc1ccccc1C(=O)N1CCN=C1SC	-15%	-9%	-2%	11%	-1%	3%	-1%	25%	2%
CCCCN(C(=O)COC(=O)COc1c(C)cc(C)cc1C)c1c(N)n(CCC)c(=O)[nH]c1=O	.	-8%	.	-22%	-5%	8%	.	29%	4%
CCCCCN(C(=O)CCC(=O)OCCOc1cccc(C)c1)c1c(N)n(CCCC)c(=O)[nH]c1=O	.	4%[0.501 µM]	.	-5%	-4%	-3%	.	7%	21%
COC(=O)c1ccc2c(=O)n(CCCCCC(=O)NCCc3ccc(Cl)cc3)c(=O)[nH]c2c1	-6%	10%[59 µM]	-11%	3%	-6%[60.1 µM]	0%	1%	1%	.
CCOC(=O)c1c(-c2ccc(C)o2)csc1NC(=O)CN1CCN(CC)CC1	-5%	13µM*	3%	-15%	0%	?	-10%	54%[activator]	-3%
CC(C)c1ccc(CNC(=O)CCc2ccccc2)cc1	-19%	44%[activator]	-7%	-9%	10%	12%	15%	13%	0%
CCS(=O)(=O)c1ncc(Cl)c(C(=O)NCc2ccccc2)n1	-2%	?	-5%	.	2%	-8%	31%	?	.
CCN1CCN(S(=O)(=O)c2ccc(C)c([N+](=O)[O-])c2)CC1	29%	14%[59 µM]	5%	-3%	-3%	13%	10%	11%	14%
COC(=O)c1c(C)noc1-c1cc(C)on1	7%	-4%[12.7 µM]	-10%	-11%	-18%	3%	-14%	7%	10%
COc1cc(S(=O)(=O)N2CCN=C2c2ccccc2)ccc1Cl	-9%	-1%[12.7 µM]	-3%	-21%	-5%	4%	1%	54%[activator]	9%
Cc1nn(CCC(=O)Nc2ccccc2Br)c(=O)c2nn(-c3ccccc3)c(C)c12	-15%	-27%[59 µM]	1%	19%	-12%[60.1 µM]	-32%	14%	11%	.
CSc1nsc(SCC(=O)N2CCCc3ccccc32)n1	-7%	-15%[59 µM]	-3%	-20%	-5%	14%	-12%	-5%	1%
CC1Cn2c(nnc2-c2cccc(Cl)c2)S1 (configuration not stated)	1%	2%[59 µM]	-9%	-10%	0%	4%	90%	11%	0%
Cc1cccc(NC(=O)CCC2CCN(C(=O)C3CC=CCC3)CC2)c1 (configuration not stated)	-9%	.	-2%	-7%	-16%	-1%	53%	16%	-6%
COc1ccc(NC(=O)c2noc3c2CSc2ccccc2-3)cc1Cl	-10%	-34%[59 µM]	-2%	7%	-9%	0%	-26%	-10%	.
CC(=O)O[C@H]1CC(C)(C)C(=C=C/C(C)=C/C=C/C(C)=C/C=C/C=C(C)/C=C/C=C(\C)C(=O)C[C@@]23O[C@]2(C)C[C@@H](O)CC3(C)C)[C@](C)(O)C1	-23%	?	-5%	-11%	6%	-29%	-4%	18%	1%
CCOC(=O)C1=C(N)OC2=C(C(=O)CC(C)(C)C2)C1c1ccc(CC)s1 (configuration not stated)	?	12%[59 µM]	3%	-12%	-3%	-39%	3%	24%	5%
CCOc1ccccc1C(=O)Nc1cccc2cccnc12	0%	.	-2%	1%	-7%	19%	-2%	15%	0%
CCCOc1cccc(C(=O)NC(=S)Nc2ccccc2)c1	-12%	-1%[59 µM]	-7%	-21%	-9%	?	-1%	8%	3%
O=C(Nc1ccnn1C1CCN(Cc2ccccc2)CC1)C1CCOC1 (configuration not stated)	-1%	24%	-1%	-19%	-11%	-1%	?	16%	-11%
O=C(OCCOc1cccc(Cl)c1)c1ccc(F)c(S(=O)(=O)N2CCOCC2)c1	.	7%[12.7 µM]	.	-22%	7%	5%	.	-8%	29%
COc1ccccc1N1CCN(c2ncnc3c2nnn3C)CC1	8%	-24%[59 µM]	1%	-14%	4%[60.1 µM]	-8%	0%	13%	.
Cc1ccc(S(=O)(=O)N[C@@H](CC(C)C)C(=O)N2CCC(C(=O)N[C@H](C(=O)O)C(C)C)CC2)cc1	-11%	.	-2%	-4%	10%	2%	1%	3%	-5%

Among those listed so far, 3 contain a COOH group.
SMILES	Anesthetic bind	G9a block	BLM helicase inh	POLH inh	POLK inh	BAZ2B block	POLB inh	POLI inh	APE1 inh
O=C(O)c1c(-c2ccccc2)oc2ccc(OCc3ccc(Cl)c(Cl)c3)cc12	2%	-17%[59 µM]	-5%	?	-30%	?	?	5%	.
O=C(O)c1cccc(S(=O)(=O)Nc2ccc(Oc3ccccc3)cc2)c1	.	.	.	-15%	-17%	.	.	-13%	29%
Cc1ccc(S(=O)(=O)N[C@@H](CC(C)C)C(=O)N2CCC(C(=O)N[C@H](C(=O)O)C(C)C)CC2)cc1	-11%	.	-2%	-4%	10%	2%	1%	3%	-5%

(continued)
SMILES	Anesthetic bind	G9a block	BLM helicase inh	POLH inh	POLK inh	BAZ2B block	POLB inh	POLI inh	APE1 inh
CCOC(=O)c1cc2n(c1N)-c1ccccc1C2=O	68%[activator]	?	-6%	-19%	-17%	3%	2%	48%[activator]	-5%
CN(CC(=O)Nc1ccccc1Cl)C(=O)c1cccc(S(=O)(=O)N2CCN(Cc3ccccc3)CC2)c1	.	8%[0.501 µM]	.	-19%	0%	-20%	.	23%	34%
CCOC(=O)C1CCCN(C(=O)c2cccc([N+](=O)[O-])c2C)C1 (configuration not stated)	-11%	.	-1%	-15%	3%	1%	-3%	53%[activator]	1%
COc1ccc(-n2c(-c3ccc(Cl)cc3)c[n+]3c2CCCCC3)cc1	2%	.	4%	-4%	11%	-4%	43%	26%	2%
Cc1oc2c(cc(NS(=O)(=O)c3ccc(Cl)cc3)c3ccccc32)c1C(=O)OCc1ccccc1	-12%	-29%[59 µM]	-8%	-10%	-12%	-14%	20%	26%	.
CS(=O)(=O)N(CCCC(=O)N1CCCCCC1)c1cccc(Cl)c1	-8%	9%	-1%	8%	3%	-12%	43%	9%	49%[activator]
CN(C(=O)c1ccc(F)c(S(=O)(=O)N2CCOCC2)c1)C1CCCCC1	.	-2%[12.7 µM]	.	0%	-2%	8%	.	2%	15%
COC(=O)c1scc(-c2ccc(C)cc2)c1S(=O)(=O)Nc1cc(C)ccc1OC	-21%	-16%[59 µM]	-7%	-23%	24%	-19%	-2%	13%	.
CCCC12CN(C(=O)c3ccco3)CC(CCC)(CN(C(=O)c3ccco3)C1)C2=O	6%	12%	0%	4%	-12%	-5%[57.1 µM]	0%	19%	-3%
C#CCOCCOCCOCCNc1nc(N2CCN(C(=O)CCCCCCCCCCNC(=O)[C@H](CO)n3cc(CCCSC)nn3)CC2)nc(N2CCN(C(=O)CCCCCCCCCCNC(=O)[C@H](CO)n3cc(CCCSC)nn3)CC2)n1	.	63%[activator][2.33 µM]	.	-4%	15%	4%	.	-14%	-8%
O=C(CN1C(=O)C2C3C=CC(C3)C2C1=O)NCC1COc2ccccc2O1 (configuration not stated)	-11%	2%	1%	-2%	-15%	5%	16%	1%	22%
CCN(CC)C(=O)c1sc2nc(-c3cccs3)cc(-c3ccc(Cl)cc3)c2c1N	-15%	0%	-6%	-22%	-4%	30%[57.1 µM]	1%	87%[activator]	-4%
S=C(c1ccc(-c2cc(Cl)ccc2Cl)o1)N1CCCCC1	7%	?	-3%	-15%	-7%	28µM*	3%	0%	-7%
COCC(=O)OCc1cc2cccc(C)c2[nH]c1=O	-8%	-3%	-2%	-16%	0%	3%	-25%	19%	-8%
CC1CCCCN1C(=O)Cn1cc(C(=O)c2ccco2)c2ccccc21 (configuration not stated)	-1%	?	-1%	0%	-11%	3%	23%	1%	7%
COc1ccc(CN(C(=O)c2snc(C(N)=O)c2N)C(C(=O)NC2CCCC2)c2ccco2)cc1 (configuration not stated)	-21%	6%	-4%	-14%	0%	-26%	13%	112%[activator]	-8%
CCN(CC)S(=O)(=O)c1ccc(Cl)c(NC(=O)CCCCl)c1	?	?	9%	7%	-9%	-10%	-1%	19%	7%
COc1ccccc1-c1nnc(SCC(=O)Nc2cccnc2Cl)n1C	.	.	.	-11%	-6%	.	.	28%	14%
COc1cc(OC)cc(C(=O)N=c2sc3ccccc3n2C)c1	-1%	34%[activator]	-1%	-6%	16%	14%	-13%	-1%	0%
CCOc1ccc2nc(N3C(=O)C(O)=C(C(=O)c4ccco4)C3c3ccco3)sc2c1 (configuration not stated)	.	?	.	?	-38%	50µM*	.	?	12%
Cc1ccc2[nH]c(CSc3nnc(NC(=O)COc4ccc(F)cc4)s3)cc(=O)c2c1	14%	1%[59 µM]	-8%	7%	-13%[60.1 µM]	1%	-29%	?	.
